M. tuberculosis GlmU = inhibition of mycobacterial GlmU enzyme – biochemical, glucosamine-1-phosphate acetyltransferase (AID 1376) | M. tuberculosis GlmU acetyltransferase enzyme assay; higher % means a stronger effect | inhibition, %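 (tested at 30 µM in the primary screen)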; hits with a dose series show IC50 in µM | 220,000 compounds, 0.25% hits; in the data active = inhibition above about 13%; inconclusive = no clear call, values can overlap the other calls;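 also: 0% = complete reaction with vehicle and 100% = reaction without substrate; strong numbers were not always called active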
RmlCD inh 1536 = inhibitors of Mycobacterium tuberculosis RmlC and RmlD coupled enzymes | 160,000 compounds, 0.03% hits | RmlC+RmlD coupled enzyme assay, percent inhibition; primary screen in compound mixtures | inhibition, % at 3.6 µM; in the data active = inhibition mostly above about 34%, no sharp cut-off; inconclusive = no clear call, values can overlap the other calls; inactive = mostly below about 22%; also: some results filed as inactive read as strong as hits
Target sequence (P9WH09 whole entry, looked up): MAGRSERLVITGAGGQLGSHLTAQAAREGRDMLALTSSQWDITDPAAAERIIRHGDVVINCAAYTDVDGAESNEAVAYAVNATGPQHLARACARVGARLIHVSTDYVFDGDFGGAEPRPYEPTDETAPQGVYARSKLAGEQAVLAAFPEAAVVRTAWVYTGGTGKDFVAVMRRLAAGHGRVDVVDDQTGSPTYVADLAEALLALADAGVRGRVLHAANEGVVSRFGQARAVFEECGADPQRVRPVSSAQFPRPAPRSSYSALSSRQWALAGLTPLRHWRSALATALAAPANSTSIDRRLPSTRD
Target sequence (P9WH11 whole entry, looked up): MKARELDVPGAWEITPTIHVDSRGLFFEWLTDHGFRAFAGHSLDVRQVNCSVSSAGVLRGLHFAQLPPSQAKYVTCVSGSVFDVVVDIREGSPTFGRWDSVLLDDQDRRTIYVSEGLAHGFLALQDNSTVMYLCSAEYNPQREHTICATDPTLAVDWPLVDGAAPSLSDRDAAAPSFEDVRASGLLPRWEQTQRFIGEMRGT
Starred values were filed as active, the others as inactive; ? = inconclusive; nt = not tested or not shown; & = joins results of further samples. An excerpt. The share of hits here may be higher or lower than overall.

SMILES	M. tuberculosis GlmU	RmlCD inh 1536
N#C/C(=C(/O)COC(=O)c1ccc(Cl)c(S(=O)(=O)N2CCOCC2)c1)c1nc2ccccc2[nH]1	-2.5%	18.6
COc1ccc(Oc2c(C=O)c3ccccc3n2C)cc1	5.8%	-4.5
COc1cccc2c1C(CO)N1C(C#N)C3CC(C(=O)O)C(C1C2)N3C (stereo unspecified)	-5.1%	0.8
Cc1nc(-n2nnc3cc(C)c(C)cc32)c2c3c(sc2n1)CCCC3	1.2%	-5.9
COc1ccc(/C=C/C(=O)NC(=S)NN2CCCCC2c2cccnc2)cc1OC (stereo unspecified)	-1.6%	6.4
NC(=O)OCC(COC(N)=O)c1ccccc1	-5.3%&1.9%	nt
CC(C)c1nnc(SCc2ccc(CSc3nnc(C(C)C)n3N)cc2)n1N	1.4%	-1.0
CC(OC(=O)c1snc(C(=O)NC2CCCCC2)c1N)C(=O)NC1CCCCC1 (stereo unspecified)	-2.3%	nt
O=C(c1ccncc1)N(Cc1cc2ccccc2[nH]c1=O)C1CCCCC1	-0.3%	8.7
CC(C)Nc1nnc(SCC(=O)Nc2ccc(F)cc2)s1	-5.4%	nt
CCCC(C)C(=O)NC1CCSC1=O (stereo unspecified)	-6.0%	-6.9
Cc1cc(CNC(=S)Nc2cccc(Cl)c2Cl)nn1C	-6.3%	nt
COc1ccc(N2CCN(C(=O)CSc3nnc(NC(=O)C4CC4)s3)CC2)cc1	1.2%	-6.5
COc1ccc2[nH]cc(CC(=O)O)c2c1	-1.2%	-7.3
Cc1cc(C)c2cc(C#N)c(NCCCNC(=O)CCC(=O)O)nc2c1	5.5%	1.8
CCCCCCN(C(=O)CCCCCN1C(=O)NC(c2ccc(-c3ccccc3)cc2)C(C(=O)OCc2ccccc2)=C1C)C(C(=O)NCCCC)c1ccc(-c2ccccc2)cc1 (stereo unspecified)	-2.7%	nt
COc1ccccc1CNC(=O)COC(=O)c1ccc(Cl)c(N)c1	6.7%	11.7
O=C(C1Cc2ccccc2CN1S(=O)(=O)c1ccc(F)cc1)N1CCOCC1 (stereo unspecified)	0.2%	-1.7
Cc1[nH]c2ccccc2c1C(=O)CN1C(=O)C(=O)N(C2CCCC2)C1=O	-0.2%	nt
Cc1ccc2cc(CN(CC3CCCO3)C(=S)NCc3ccco3)c(=O)[nH]c2c1C (stereo unspecified)	-3.9%	1.0
CC(C)CN1C(=O)C(=O)N(CC(=O)N2CCC(Cc3ccccc3)CC2)C1=O	-2.6%	-6.0
Cc1cc(N)ccc1-n1c(C)ccc1C	-0.6%	18.2
CCc1cc2c(CN3CCN(CCO)CC3)cc(=O)oc2cc1O	-1.8%	nt
COc1ccccc1N1CCN(C2CCCC(C)C2)CC1 (stereo unspecified)	-5.4%	2.1
CC(C)N1C(=S)SC(C)(C)C1NO (stereo unspecified)	-1.8%	46.0
CCN(CC)CCNc1nc2ccccc2n1C	0.2%	nt
Cc1ccc(N(C)S(=O)(=O)c2cccc(C(=O)Oc3ccc4c(C)cc(=O)oc4c3)c2)cc1	-5.7%	6.2
NC(N)=Nc1nc(CSCC/C(N)=N/S(N)(=O)=O)cs1	3.3%	nt
Cc1ccc(C(=O)NC(=S)Nc2ccc3[nH]c(=O)[nH]c3c2)cc1	0.2%	nt
COC(=O)CC(CP(=O)(O)CN(C)C=O)C(=O)OC (stereo unspecified)	4.7%	1.6
Nn1cnc2sc3c(c2c1=O)CCC3	2.2%	3.9
CC(=O)C(Sc1nnnn1-c1ccccc1)C(C)=O	3.2%	11.4
COc1ccc(/C=N/NC(=O)CN2CCS(=O)(=O)CC2)cc1	-0.3%	36.5
Cc1ccsc1/C=N/NC(=O)c1ccc2nc[nH]c2c1	0.5%	2.5
CCn1c(C(=O)N2CCC(C(=O)NCc3ccc4c(c3)OCO4)CC2)cc2sccc21	5.5%	nt
COc1cc(/C=N/n2cnnc2)ccc1OS(=O)(=O)c1ccccc1[N+](=O)[O-]	-6.3%	21.9
CCn1c(C)nc2cc(C(=O)N=Nc3c(O)[nH]c4c(C)cc(C)cc34)ccc21	-4.2%	-6.1
Brc1cnc(N2CCCC2)nc1N1CCOCC1	1.5%	44.1
CC1(C)OC(=O)C(=CNCCc2ccc(O)cc2)C(=O)O1	-3.1%	10.6
COc1cc(/C=C/c2ccc3cccc(OC)c3n2)c(O)c([N+](=O)[O-])c1	-1.7%	10.3
CN1c2ccccc2C(=O)/C(=C\Nc2ccc(F)cc2F)S1(=O)=O	-5.6%	-0.1
CN(C(=O)CCn1c(=S)oc2ccccc21)c1ccc(F)cc1	-5.6%	-3.9
O=C(OC(C(=O)NCc1cccs1)c1ccccc1Cl)c1ccco1 (stereo unspecified)	4.3%	15.1
Cc1cc(NC(=O)CCN2CCC(C(N)=O)CC2)ccc1Br	0.1%	8.5
CCCn1c(C(=O)OC)cc2c1ccn2-c1ccc(F)cc1	-0.4%	4.9
O=c1cc(-c2ccc(F)cc2)oc2ccccc12	1.0%	nt
COC(=O)[C@@H](NC(=O)NCCC1=CCCCC1)C(C)C	2.8%	0.1
O=C(/C=C/c1ccc(Br)o1)NCc1ccccc1	1.0%	0.9
CCCc1cc(-n2ccnc2)n2c(nc3ccccc32)c1C#N	nt	0.9
O=C(Nc1ccc(N2CCOCC2)cc1Cl)C1CCN(C(=O)OCc2ccccc2)CC1	-0.7%	nt
Continued.
SMILES	M. tuberculosis GlmU	RmlCD inh 1536
O=C(O)CCC(NC(=O)C1CCCN1C(=O)OCc1ccccc1)C(=O)O (stereo unspecified)	5.1%	-7.9
CCOc1ccc(C(=O)NCC(=O)OCc2c(C)noc2C)cc1	-2.4%	nt
CCCCOC(=O)CN1C(=O)c2ccc(C(=O)OCCCC)cc2C1=O	-2.6%	2.5
COC(=O)c1cc(-c2ccccc2)on1	5.4%	5.3
Cc1ccc(-c2nc(-c3nccc4ccccc34)oc2-c2ccccc2)cc1	-0.2%	nt
O=C(Nc1cnc2ccccn2c1=O)c1ccc(Cl)cc1	-0.1%	nt
NC(Cc1c[nH]c2ccccc12)C(=O)NCc1ccco1 (stereo unspecified)	5.5%	-4.4
CC(CCc1ccccc1)NC(=O)CN1CCN(c2ccc(O)cc2)CC1 (stereo unspecified)	-0.2%	-0.2
Cc1cc(NC(=O)NC2(C(F)(F)F)Oc3ccc(Cl)cc3O2)no1 (stereo unspecified)	1.8%	nt
N/C(=N\OC(=O)c1cccc2ccccc12)c1cccnc1	1.5%	-10.1
COc1ccccc1C(=O)NNC(=S)Nc1ccccc1	-2.8%	-5.5
Cc1ccc(SCC(=O)c2c(C)nc3ccccn23)cc1	-1.0%	-11.7
CC/C(=N\n1nnnc1Nc1ccccc1)c1ccccc1	1.5%	-10.9
Cn1nnc(-c2ccc(OCc3ccccc3F)cc2)n1	6.9%	5.5
CC1C=CCC2C(=O)N(c3cc(Cl)ccc3O)C(=O)C12 (stereo unspecified)	1.8%	3.0
O=P(O)(Oc1ccccc1)OC(c1ccccc1)C(F)(F)F (stereo unspecified)	-4.4%	3.7
CCc1n[nH]c(CCN)n1	7.3%	nt
COc1ccc(C(=O)NCc2ccc3c(c2)CCO3)cc1	-0.8%	nt
O=C(NCc1cccs1)c1cc(S(=O)(=O)N2CCCCC2)ccc1Cl	-2.0%	nt
Cc1cc(=O)c(C(=O)O)cn1Nc1ccc(F)cc1	5.0%	3.2
Cc1onc(-c2c(Cl)cccc2Cl)c1C(=O)Nn1cnnc1	0.5%	nt
COc1ccc(CN2CCN(C(=O)c3ccco3)CC2)cc1	-0.6%	9.0
COc1ccc(C(C)(C)C)cc1NC(=O)CCCn1c(=O)oc2ccccc21	-0.3%	-8.3
N#Cc1cccc(Cn2nnc(-c3ccccc3)n2)c1	0.9%	-5.2
O=C(COc1ncnc2sccc12)N1CCN(S(=O)(=O)c2ccc(Cl)cc2)CC1	-5.0%	10.8
O=C(N/N=C/c1cnc2ccccc2n1)c1cccc(F)c1	-1.8%	-14.8
CC(=O)Nc1sc(C)c(C)c1C(=O)OC1CCOC1=O (stereo unspecified)	7.4%	0.9
COc1ccc(N2CCN(C(=O)CCc3ccc(S(=O)(=O)NC(C)(C)C)cc3)CC2)cc1	6.5%	7.0
COCCN1C=C(C(=O)OC)C(c2ccc3c(c2)OCO3)C(C(=O)OC)=C1	3.8%	nt
CS(=O)(=O)c1ccc(Sc2nc3ccccc3[nH]2)c([N+](=O)[O-])c1	2.3%	-0.1
COCC(=O)NC1CCN(CC(=O)Nc2ccccc2[N+](=O)[O-])CC1	1.3%	2.4
C/C(=N\NC(=O)c1ccc(OC2OCCOC2Oc2ccc(C(=O)N/N=C(\C)c3ccncc3)cc2)cc1)c1ccncc1 (stereo unspecified)	-2.2%	13.1
Cc1nnsc1Sc1ccccc1C(=O)O	-1.9%	10.7
COCCN(C(=O)Cc1cccs1)C(C(=O)NCc1ccc(OC)cc1)c1ccc(C)cc1 (stereo unspecified)	-0.1%	-1.5
O=C(C1=C(O)C(=O)N(CCN2CCOCC2)C1c1ccncc1)c1ccco1 (stereo unspecified)	-1.2%	-6.7
COCc1ccc2oc(C(=O)O)cc2c1	3.2%	1.0
Cc1cc(C)cc(NC(=O)CSCc2cnn(-c3ccccc3)c2-n2cccc2)c1	-0.6%	nt
CC(C)(C)C(O)C(Oc1ccc(Cl)cc1)n1cncn1 (stereo unspecified)	1.8%	8.0
CCOc1ncccc1C(=O)NCCN1C(=O)S/C(=C/c2cccs2)C1=O	-1.6%	7.9
O=C(Cc1cc(=O)[nH][nH]1)N/N=C/C(Cl)=C/c1ccccc1	0.1%&-1.0%	-9.0
O=C(Cc1ccccc1)N/N=C/c1ccc([N+](=O)[O-])s1	-6.1%	-1.6
O=c1c2ccccc2nnn1CSc1nnc(-c2ccco2)o1	-7.6%	5.9
CN1CCN(CCC(=O)Nc2ccccc2Cl)CC1	1.3%	nt
CC(=O)N(C(C)=O)S(=O)(=O)c1ccc(N=NN2CCCCC2)cc1	1.9%	0.0
CCOc1ncccc1C(=O)Nc1nnc(C2CC2)s1	8.3%	-10.0
COc1ccc(/C=N/NC(=O)CC(=O)NCCc2ccccc2)cc1OC	-0.5%	nt
Cc1ccc2[nH]c3nc(SCCN4CCOCC4)nnc3c2c1	0.8%	nt
N/C(=N\OC(=O)c1ccccc1[N+](=O)[O-])c1cccnc1	-2.9%	nt
Cc1cc(C(=O)Cn2c(CO)nc3ccccc32)c(C)n1C	nt	11.1
N#Cc1ccc(OCC(=O)NCC2(N3CCCCC3)CCCCC2)cc1	-6.2%	-11.9
The listing continues.
SMILES	M. tuberculosis GlmU	RmlCD inh 1536
COc1ccc(/C=N/NC(=O)c2ccc(COc3cccc4cccnc34)cc2)cc1O	4.4%	10.3
CC(C)Oc1ccc(C(=O)N/N=C/c2ccc(-c3ccc(S(=O)(=O)Nc4ncccn4)cc3)o2)cc1	5.6%	-6.7
Cc1ccc(C(CCN(Cc2ccccc2)C(=O)c2ccco2)c2ccco2)cc1 (stereo unspecified)	6.6%	-14.1
CCC[N+]1(CC#CC2(O)CCCCC2)CCOCC1	1.7%	7.6
COc1ccc(-c2nc3ccccc3c(=O)o2)cc1OC	-6.2%	8.9
Nc1c(C(=O)NCc2cccs2)nnn1CC(=O)Nc1cccc(Cl)c1	-4.3%	-4.5
Cc1cc2cccc(C)c2nc1SCC(=O)NNC(=O)c1ccco1	-3.9%	3.5
COc1ccc2nc(C)c3cc(C)oc3c2c1	0.2%	-8.5
CCS(=O)(=O)N1CCC(C(=O)NCCC2=CCCCC2)CC1	1.1%	nt
CCN(CC)c1ccc(NC(=O)c2cnccn2)cc1S(=O)(=O)Nc1ccc(OC)cc1	-3.9%	?
Cn1c(CCNC(=O)C2CCCCC2)nc2cc([N+](=O)[O-])ccc21	-1.9%	-8.4
Cc1[nH]n(-c2ccc([N+](=O)[O-])cc2)c(=O)c1C=NCCN1CCN(C(=O)c2ccc(Br)cc2)CC1	-4.8%	-3.7
O=C(COC(=O)c1ccc2ccccc2c1O)NCC(F)(F)F	-0.1%	5.0
O=C(CSc1nc(-c2ccc(F)cc2)cc(C(F)(F)F)n1)NCc1cccs1	0.2%	nt
COc1ccc(C(=O)NC(=S)Nc2ccc(N3CCCC3)cc2)cc1	-3.5%	-4.5
O=C(C1CCN(c2ncnc3c2sc2cccc(F)c23)CC1)N1CCOCC1	-3.3%	2.3
CS(=O)(=O)NCc1nnc(SCc2c(F)cccc2Cl)o1	-3.6%	nt
COc1ccc(NS(=O)(=O)c2cc(S(C)(=O)=O)ccc2C)cc1	2.5%	-41.8
CCn1nc(C)c(NC(=O)CC23CC4CC(CC(C4)C2)C3)c1C	1.4%	nt
CC#CCCCC(=O)Nc1ccc(C(=O)O)cc1	10.5%	-9.8
Cc1cc(C)nc(NC(=S)Nc2cccc(F)c2)c1	4.1%	nt

Source: PubChem
